Imprint erasure = genomic imprint erasure induction; 110,000 compounds, 0.02% hits; AID 1948; Potency, µM (top dose mostly 60.7 µM), for inactives: at the top dose activity change, positive = activation, usual class: activators; mouse ES Peg3-LacZ reporter, beta-gal luminescence, 40 h;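 further: 0% = negative control wells on the plate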
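Each well holds 300 Peg3LacZ-Neo (maternal) female ES cells incubated 40 h at 37C, 5% CO2. LacZ is measured by BetaGlo luminescence, with AC50 and maximum efficacy derived from dose-response curves.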
IkB sig inh = IkB pathway inhibition in ABC-DLBCL cells | 110,000 compounds, 0.04% hits | Potency, µM (top dose mostly 57.1 µM), without a hit: at the top dose IkBa stabilization activation | ABC-DLBCL IkBa-CBG/CBR dual luciferase ratio, 4 h; response scale: scaled: untreated 0%, proteasome inhibitor 100%; active means well fitted curve in the direction sought with a large enough effect in the signal ratio, not every such curve was filed as active; inconclusive means small, poorly fitted or top-dose-only effect, or a change in a side signal; the % refers to the signal ratio;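 further: the direction sought is a rising ratio; 0% = basal untreated cells and 100% = reference inhibitor full response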
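Luminescence ratio of IκBα-fused green versus native red beetle luciferase in OCI-Ly3 cells, 4 h post-doxycycline with compound; red signal alone, scaled from basal (0%) to zero light (-100%), flagged nonspecific or cytotoxic effects.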
p53ts 32C tox = kills p53ts cells at the permissive temperature; H1299-p53A138V at 32C, ATP luminescence viability, 24 h; Potency, µM (titrated, usually from 46.1 µM), without a hit: top-dose activity change, negative = cytotoxicity, actives largely listed as cytotoxic; 130,000 compounds, 0.93% hits; AID 924;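 further: 0% = DMSO and -100% = full killing by reference compound; nearly all actives have a fitted effect of over 55% in size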
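ATP-content luminescence (ATPlite) read-out after 24 h compound exposure at 32C in H1299-p53A138V cells (600/well). Tested up to 46 uM. Normalized to DMSO (0%) and 100 uM tamoxifen (100% killing); Hill-fit AC50.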
p53ts 39C tox = p53ts cell cytotoxicity, nonpermissive temperature; H1299-p53A138V viability at 39C, ATP luminescence, 24 h; Potency, µM (top dose mostly 46.1 µM), inactives show top-dose activity change, negative = cell killing, most hits filed as cytotoxic; 130,000 compounds, 1.5% hits; further: nearly all actives have a fitted effect of over 55% in size
* = called active by the depositor; ? = inconclusive; / = not tested or not shown; [ ] = dose if it differs, or a comment. Unless noted, the call rests on the fitted dose curve; in most records, active means well fitted curve in the direction sought with a large enough effect; inconclusive means small, poorly fitted or top-dose-only effect, or another doubt; inactive means no such curve, though single readings can be large; an effect the other way counts as inactive or inconclusive. Unless noted, on the % scale 0 is the no-effect control and ±100 the full control effect; potency means the concentration at half of the fitted maximal effect.

#1 CSc1ncc(Cl)c(C(=O)Nc2c(C(=O)c3ccc(C)c(F)c3)oc3ccccc23)n1
#2 Cc1nc(Nc2c(Cl)cccc2Cl)sc1C(=O)Nc1ccccc1
#3 CCOC(=O)CSc1nc2cc(OCC)ccc2cc1C#N
#4 O=C(CNC(=O)c1ccc(-c2ccccc2)cc1)OCc1ccc(Br)cc1
#5 COc1ccc(Cn2c(SCc3ccc(C(=O)NCc4ccccc4F)cc3)nc3cccnc32)cc1
#6 CC(C)N=C1SCC(C)(/C=N/O)S1 (stereo not drawn)
Screen / compound no. | 1 | 2 | 3 | 4 | 5 | 6
p53ts 32C tox | 7% | 11% | -26% | -5% | -11% | -4%
p53ts 39C tox | 1% | 3% | -20% | -6% | -23% | -1%
IkB sig inh | -1.7% | / | -1.2% | / | ? | 0.6%
Imprint erasure | -6%[10.9 µM] | / | -7% | / | -10%[10.9 µM] | -8%

#7 O=C(CSc1nnc(-c2ccc(S(=O)(=O)N3CCCC3)cc2)o1)NCc1ccccc1
#8 Cc1nc2cc(NC(=O)N3c4ccccc4CC3C)ccc2o1 (stereo not drawn)
#9 CCCCOc1c(Cl)cc(C(=O)N(Cc2ccc(C)o2)C2CCS(=O)(=O)C2)cc1Cl (stereo not drawn)
#10 COc1ccc(C)cc1NC(=O)N1CCN(S(=O)(=O)c2ccc3c(ccn3C)c2)CC1
#11 COc1cccc(NC(=O)COC(=O)c2cccnc2)c1
#12 COc1ccc2nc3cc(Cl)ccc3c(Nc3ccc(O)c(CN4CCN(C)CC4)c3)c2c1
Screen / compound no. | 7 | 8 | 9 | 10 | 11 | 12
p53ts 32C tox | 0% | 10µM* | 7% | -4% | -10% | 2%[9.22 µM]
p53ts 39C tox | -2% | 10µM* | ? | 3% | 8% | 8%[9.22 µM]
IkB sig inh | / | 1.9% | ? | 0.5% | 4.9% | -2.4%[11.4 µM]
Imprint erasure | / | -40%[inhibitor] | -14%[10.9 µM] | -7%[10.9 µM] | 11% | -6%[10.9 µM]

#13 C=CCNC(=O)c1ccccc1NC(=O)c1ccccc1
#14 Cc1ccc(S(=O)(=O)c2n[nH]n3c2nc(=O)c2ccccc23)cc1
#15 Cc1[nH]nc2c1C1(CCC(c3ccccc3)CC1)C(C#N)=C(N)O2 (stereo not drawn)
#16 O=C(O)c1ccc2c(c1)C(=O)N(Cc1ccccc1)C2=O
#17 CCN(Cc1ccccc1)C(=O)Cn1c(=O)oc2cc(S(=O)(=O)N3CCCCCC3)ccc21
#18 CC1CCc2cc(F)cc3c(=O)c(C(=O)O)cn1c23 (stereo not drawn)
Screen / compound no. | 13 | 14 | 15 | 16 | 17 | 18
p53ts 32C tox | 18% | -13% | 4% | -1% | -5% | -5%
p53ts 39C tox | 11% | -10% | 8% | 10% | -11% | 9%
IkB sig inh | -5.3% | -1.4% | -2.7% | 0.8% | 1.4% | /
Imprint erasure | ? | -16% | -6% | 9% | -7%[10.9 µM] | 1%

#19 CCOc1ccc(CNCCSc2nnnn2C)cc1OC
#20 Cc1cc(C)cc(N2C(=O)N(c3ccccc3C)C3CS(=O)(=O)CC32)c1 (stereo not drawn)
#21 COc1ccc(NCc2cc3cc4c(cc3n(CC(=O)Nc3cc(C)cc(C)c3)c2=O)OCO4)cc1
#22 COc1ccc(CCNc2ncnc3c2c(-c2ccccc2)cn3-c2ccc(Cl)cc2)cc1OC
#23 CCC(=O)NCC(=O)OCC(=O)c1ccccc1
#24 CCS(=O)(=O)NCC(c1cccnc1)N1CCN(c2ccccc2F)CC1 (stereo not drawn)
Screen / compound no. | 19 | 20 | 21 | 22 | 23 | 24
p53ts 32C tox | -6% | -1% | -2% | -6% | 8% | -6%
p53ts 39C tox | 12% | 11% | 5% | -19% | 15% | -12%
IkB sig inh | 0.5% | 10% | ? | 1.2% | / | -0.1%
Imprint erasure | -10%[10.9 µM] | 4% | 23%[10.9 µM] | -15%[10.9 µM] | / | -4%

#25 Cc1cc(C)c(NC(=O)CSc2nc3c([nH]c4ccccc43)c(=O)n2C)c(C)c1
#26 COc1ccc(CCNC(=O)C2CCCN(c3nn4c(=O)cc(C)nc4s3)C2)cc1OC (stereo not drawn)
#27 O=C(O)Cn1c(CC(=O)N2CCCC2)nc2ccccc21
#28 Cc1cc(O)c(C(C)C)cc1C1(c2cc(C(C)C)c(O)cc2C)OC(=O)c2ccccc21
#29 Cc1ccc(-c2cn3c4c(=O)n(C)c(=O)n(C)c4nc3n2-c2cccc(Cl)c2)cc1
#30 CCOC(=O)c1c(N)sc2c(OCC)c(Br)ccc12
Screen / compound no. | 25 | 26 | 27 | 28 | 29 | 30
p53ts 32C tox | -5% | -13% | -1% | 68%[activator][9.22 µM] | 6% | 2%
p53ts 39C tox | -23% | -7% | 4% | 38%[activator][9.22 µM] | 43%[activator] | -3%
IkB sig inh | 0.4% | -0.8% | 0.8% | 5.8%[11.4 µM] | -1.0% | /
Imprint erasure | -3%[10.9 µM] | -15% | -6% | -5%[10.9 µM] | -5%[10.9 µM] | /

#31 CCc1c(O)nc(SCC(=O)NCc2ccco2)[nH]c1=O
#32 COc1cc2c(cc1OC)-c1cc(OCc3cccnc3)nc(=O)n1CC2
#33 CCCCn1c(=N)c(S(=O)(=O)c2ccccc2)cc2c(=O)n3cccc(C)c3nc21
#34 O=c1[nH]ccc2c(O)cccc12
#35 COc1ccc(OC)c(NC(=O)CSc2ncc3c(n2)-c2ccccc2N(C)S3(=O)=O)c1
#36 O=C(CSc1ccc2nnc(-c3cccc(F)c3)n2n1)NCC1CCCO1 (stereo not drawn)
Screen / compound no. | 31 | 32 | 33 | 34 | 35 | 36
p53ts 32C tox | 15% | -10% | -1% | 9% | 6% | 3%
p53ts 39C tox | -3% | 4% | 27% | 12% | 2% | 3%
IkB sig inh | 1.6% | -1.9% | -0.1% | -10% | -0.5% | -1.9%
Imprint erasure | 15% | -13% | -13%[10.9 µM] | -11% | -8%[10.9 µM] | -8%

#37 Cc1cn2c(=O)cc(COC(=O)c3cccc(NC(=O)c4ccccc4Cl)c3)nc2s1
#38 CC1=C(C#N)C(c2cccnc2)C2=C(CCCC2=O)N1 (stereo not drawn)
#39 Cc1ccc(Cc2cncc(O)c2)cc1S(=O)(=O)O
#40 COc1ccc(C(=O)N2CC(=O)N(CCc3ccccc3)C(=O)C2)cc1OC
#41 CCOc1cccc(NC(=O)C2CC(=O)N(C)C(=Nc3cccc(OC)c3)S2)c1 (stereo not drawn)
#42 CCCN(CCC)CCCNC(=O)c1cn(CC)c2ccc(S(=O)(=O)N3CCc4ccccc4C3)cc2c1=O
Screen / compound no. | 37 | 38 | 39 | 40 | 41 | 42
p53ts 32C tox | 9% | 6% | -2% | -6% | ? | -12%
p53ts 39C tox | 5% | 19% | 18% | -5% | 13µM* | -15%
IkB sig inh | 1.2% | / | -0.8% | -0.4% | 20% | ?
Imprint erasure | -25%[10.9 µM] | / | -7% | -3% | -17%[10.9 µM] | -6%[10.9 µM]

#43 COc1ccc2c(c1)c1c(c(=O)n(-c3ccc(C)cc3)c(=O)n1CC(=O)Nc1cc(C)ccc1C)n2C
#44 CCCCC(=O)Nc1ccc(NC(=O)C(C)C)cn1
#45 O=C(c1cccc([N+](=O)[O-])c1)N1c2ncnn2C2(CCCCC2)[C@@H]2CCCC[C@@H]21
#46 Cn1cc(S(=O)(=O)c2ccccc2)c(=O)c2cc(F)c(N3CCOCC3)cc21
#47 COC(=O)c1cnn(-c2ccc(C(=O)Nc3ccc(C(C)=O)cc3)cc2)c1N
#48 CN(C)c1ccc(C(=O)NCC2CCCO2)cc1 (stereo not drawn)
Screen / compound no. | 43 | 44 | 45 | 46 | 47 | 48
p53ts 32C tox | 2% | 3% | -9% | 8% | 10% | -8%
p53ts 39C tox | -25% | -9% | 0% | 14% | -4% | -1%
IkB sig inh | 1.0% | -2.0% | ? | -1.1% | 0.7% | /
Imprint erasure | 11%[10.9 µM] | -1% | -9%[10.9 µM] | 24%[10.9 µM] | -10%[10.9 µM] | /

The list goes on, starting with the last two of the part before.
#47 COC(=O)c1cnn(-c2ccc(C(=O)Nc3ccc(C(C)=O)cc3)cc2)c1N
#48 CN(C)c1ccc(C(=O)NCC2CCCO2)cc1 (stereo not drawn)
#49 COc1ccc(CC(=O)OCC(=O)Nc2ncc(Cl)cc2Cl)cc1
#50 CCN(CC)S(=O)(=O)c1ccc(S(=O)(=O)Nc2ccc(C(=O)N3CCCC3)cc2)cc1
#51 COC(=O)CSc1nnc(CNc2ccc(OC)cc2)n1C
#52 COc1ccc(OC)c(NC(=O)c2cc(-c3cc(Cl)ccc3O)n[nH]2)c1
#53 Cc1ccc(-n2nc(C(=O)N3CCN(C)CC3)c3c4ccccc4n(C)c3c2=O)cc1
#54 Nc1nnc(-c2ccc(F)cc2)s1
Screen / compound no. | 47 | 48 | 49 | 50 | 51 | 52 | 53 | 54
p53ts 32C tox | 10% | -8% | -5% | -1% | -2% | -11% | -13% | -11%
p53ts 39C tox | -4% | -1% | -9% | 6% | -6% | -22% | 0% | -25%
IkB sig inh | 0.7% | / | 0.5% | -0.2% | -0.7% | ? | -0.9% | /
Imprint erasure | -10%[10.9 µM] | / | -14% | -15% | 3% | -26% | 0% | /

#55 O=C(OCc1cc(=O)n2nc(C3CC3)sc2n1)c1ccc(NC(=O)c2ccccc2F)cc1
#56 O=C(O)CCCC(=O)Nc1cccc(-c2nc3ccccc3[nH]2)c1
#57 CNCC/C=C1/c2ccccc2CSc2ccccc21
#58 CCCCCOC(=O)CSc1nc2sc3c(c2c(=O)n1-c1ccccc1)CC(C)(CC)OC3 (stereo not drawn)
#59 CC(C)(C)NC(=O)c1ccc(COCC(F)(F)F)o1
#60 Cc1nc2sccn2c1-c1csc(NCc2ccccc2)n1
Screen / compound no. | 55 | 56 | 57 | 58 | 59 | 60
p53ts 32C tox | 4% | -21% | -6% | 11% | 4% | 3%
p53ts 39C tox | -17% | -21% | -7% | 8% | 10% | -16%
IkB sig inh | 1.4% | ? | / | ? | -0.5% | ?
Imprint erasure | -9%[10.9 µM] | -57%[inhibitor] | / | -14%[10.9 µM] | -3% | -16%

Part of the list above, showing only p53ts 32C tox and Imprint erasure.
| # | SMILES | p53ts 32C tox | Imprint erasure |
| --- | --- | --- | --- |
| 11 | COc1cccc(NC(=O)COC(=O)c2cccnc2)c1 | -10% | 11% |
| 12 | COc1ccc2nc3cc(Cl)ccc3c(Nc3ccc(O)c(CN4CCN(C)CC4)c3)c2c1 | 2%[9.22 µM] | -6%[10.9 µM] |

Later entries
#61 Cn1nnnc1SCCNCc1cc(Br)ccc1OCc1ccccc1Cl
#62 O=C(NC1CCCCCC1)C1c2ccccc2C(=O)N1Cc1ccco1 (stereo not drawn)
#63 O=C(CN(Cc1ccco1)C(=O)Cn1nnc(-c2cccs2)n1)NCc1ccccc1
#64 COC(=O)c1cnn(-c2ccc(C)c(C)c2)c1-n1cccc1
#65 CC(C)CCC(C(=O)O)C(C)CC(=O)NC1CCCCC1 (stereo not drawn)
#66 Cc1cc(C)n(CCn2nc(C)cc2C)n1
#67 Cc1ccc(C)c(N2CCN(C(=O)CS(=O)(=O)c3cccc4nsnc34)CC2)c1
Screen / compound no. | 61 | 62 | 63 | 64 | 65 | 66 | 67
p53ts 32C tox | -8% | -7% | 4% | -6% | 4% | -3% | 6%
p53ts 39C tox | -25% | -1% | -2% | -3% | -1% | 14% | -4%
IkB sig inh | ? | 0.7% | 0.7% | -5.9% | 0.6% | -1.6% | 0.7%
Imprint erasure | -15%[10.9 µM] | -11% | -14% | -34%[inhibitor] | 20% | -9% | -4%[10.9 µM]

Shown bar-delimited: five of the compounds above.
# | Molecule | p53ts 32C tox | p53ts 39C tox | IkB sig inh | Imprint erasure
63 | O=C(CN(Cc1ccco1)C(=O)Cn1nnc(-c2cccs2)n1)NCc1ccccc1 | 4% | -2% | 0.7% | -14%
64 | COC(=O)c1cnn(-c2ccc(C)c(C)c2)c1-n1cccc1 | -6% | -3% | -5.9% | -34%[inhibitor]
65 | CC(C)CCC(C(=O)O)C(C)CC(=O)NC1CCCCC1 (stereo not drawn) | 4% | -1% | 0.6% | 20%
66 | Cc1cc(C)n(CCn2nc(C)cc2C)n1 | -3% | 14% | -1.6% | -9%
67 | Cc1ccc(C)c(N2CCN(C(=O)CS(=O)(=O)c3cccc4nsnc34)CC2)c1 | 6% | -4% | 0.7% | -4%[10.9 µM]
